Compound activity as filed in PubChem BioAssay.
UPR XBP1 act: activators of adaptive XBP1 UPR arm, primary screen, cell-based, CHO-XBP1 luciferase reporter, luminescence, uHTS. IRE1-XBP1 UPR activation; percent of tunicamycin response, DMSO as zero. activation, % at 20 µM. 0.33% of 330,000 active;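 active means versus positive control, 20 µM dose yields 30% or more activation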;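 further: 100% = tunicamycin at 10 µg/mL and 0% = DMSO only wells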
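Assay system: IRE1-XBP1 luciferase reporter CHO line. Input: 1000 cells/well. Buffer or medium: F12 with 10% serum. Doses: 20 µM, 1% DMSO. Times: overnight seeding at 37 °C, 6 h compound treatment at 37 °C. Technique: Steady-Glo luciferase glow luminescence, 10 min after reagent addition.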
APJ ag: agonists of human apelin receptor APJ, primary screen, CHO-K1 cells, PathHunter beta-arrestin, luminescence; activation, % at 20 µM; AID 2520, 2010; P35414; 0.11% of 330,000 active; 0% DMSO wells, 100% apelin;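 active means activation more than six SD over the plate average, tested at 20 µM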;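 further: 0% = DMSO alone and 100% = apelin-13 at 10 nM; some results filed as inactive read as strong as hits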
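Assay system: CHO-K1 cells stably expressing ProLink-tagged human APJ and arrestin–beta-gal acceptor. Compound dosing: 20 µM single point, 1% DMSO. Times: 16-18 h seeding, 90 min dark compound exposure, 60 min detection. Detection: beta-gal luminescence. Evaluation: APJ–arrestin association signal. Controls: negative DMSO alone, positive Apelin-13 at 10 nM.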
tim23-1 inh: growth inhibitors of tim23-1 mutant yeast, primary screen, luminescence, uHTS | inhibition, % at 20 µM | S. cerevisiae tim23-1 growth, BacTiter-Glo luminescence, 24 h | 1.3% of 330,000 active;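 active means growth inhibition of the mutant yeast at or above 50%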;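 further: temperature-sensitive mutant grown at 25 °C; plate controls were DMSO-treated mutant yeast for no effect and medium wells lacking yeast for full effect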
Mdm2 MdmX PPI: inhibitors of human Mdm2-MdmX association, primary screen, cell-based, luminescence, split luciferase, SaOS-2, uHTS; Protein Mdm4 (Homo sapiens) + E3 ubiquitin-protein ligase Mdm2 (Homo sapiens), …; SaOS-2 split-luciferase Mdm2/MdmX complementation; 3% of 330,000 active; inhibition, % at 8 µM;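 active means inhibition of at least 50% at 8 µM in the primary screen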
Target sequence (O15151 whole entry, looked up): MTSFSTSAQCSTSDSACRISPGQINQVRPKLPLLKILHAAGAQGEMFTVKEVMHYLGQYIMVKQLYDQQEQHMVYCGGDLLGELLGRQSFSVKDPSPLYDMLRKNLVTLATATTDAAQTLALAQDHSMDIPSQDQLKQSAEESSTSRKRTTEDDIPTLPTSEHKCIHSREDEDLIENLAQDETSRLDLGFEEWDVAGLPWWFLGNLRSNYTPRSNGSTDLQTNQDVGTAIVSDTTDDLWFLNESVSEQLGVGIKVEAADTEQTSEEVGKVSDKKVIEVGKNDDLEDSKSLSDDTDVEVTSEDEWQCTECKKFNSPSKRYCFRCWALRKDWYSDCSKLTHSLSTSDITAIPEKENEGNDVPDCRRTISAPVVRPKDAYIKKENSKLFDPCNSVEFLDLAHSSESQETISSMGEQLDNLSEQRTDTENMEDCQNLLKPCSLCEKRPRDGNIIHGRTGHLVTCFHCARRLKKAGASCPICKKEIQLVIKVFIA
Target sequence (Q00987 whole entry, looked up): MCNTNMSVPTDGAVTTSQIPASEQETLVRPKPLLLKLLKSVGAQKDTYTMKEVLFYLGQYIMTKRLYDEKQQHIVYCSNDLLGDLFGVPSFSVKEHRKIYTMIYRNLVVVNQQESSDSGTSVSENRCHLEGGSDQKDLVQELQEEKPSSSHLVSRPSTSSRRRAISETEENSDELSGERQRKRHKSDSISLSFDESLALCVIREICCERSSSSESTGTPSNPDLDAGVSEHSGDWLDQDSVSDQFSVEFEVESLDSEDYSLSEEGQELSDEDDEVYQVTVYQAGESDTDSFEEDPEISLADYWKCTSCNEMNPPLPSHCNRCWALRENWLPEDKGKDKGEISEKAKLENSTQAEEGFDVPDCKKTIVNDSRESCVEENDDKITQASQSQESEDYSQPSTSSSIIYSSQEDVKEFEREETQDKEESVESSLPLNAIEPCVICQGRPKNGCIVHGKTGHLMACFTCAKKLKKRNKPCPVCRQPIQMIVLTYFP
Jurkat NFkB inh: inhibitors of induced NF-kB luciferase reporter, primary screen, TCR NF-kB activation inhibitor project, cell-based, luminescence, uHTS; Jurkat, PMA/ionomycin-induced NF-kB luciferase reporter; inhibition, % at 4 µM; 0.53% of 330,000 active; AID 435003, 2010; in the data active means inhibition above about 50%
APJ antagonist: antagonists of human apelin receptor APJ, primary screen, CHO-K1 cells, beta-arrestin complementation, luminescence; P35414; inhibition, % at 20 µM; 0.32% of 330,000 active;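 active means inhibition above about 40% at 20 µM, limit read from the data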;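 further: cells challenged with 10 nM apelin-13 agonist together with compound; plate controls were apelin-13 plus DMSO wells for no effect and DMSO wells lacking apelin-13 for full effect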
697 NFkB inh: inhibitors of PMA/ionomycin-induced NF-kB reporter, 697 cells, primary screen, B-cell NF-kB inhibitor project, cell-based, luminescence, uHTS; inhibition, % at 4 µM; 697 B-cell NF-kB luciferase reporter, 16 h; 0.33% of 330,000 active; in the data active means inhibition above about 35%
UPR CHOP act: activators of apoptotic CHOP UPR arm, primary screen, cell-based, CHO-CHOP luciferase reporter, luminescence, uHTS; UPR activation; percent of tunicamycin response over DMSO baseline; activation, % at 10 µM; 0.34% of 330,000 active;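 active means at 10 µM dose, activation of 40% or more, normalized to positive control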;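 further: 100% = tunicamycin at 10 µg/mL and 0% = DMSO alone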
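assay system = CHO CHOP reporter cells | amount = 500 CHO-CHOP cells per well | buffer or medium = F12 with 10% FBS | incubation = 16-18 h cell attachment, then 6 h compound exposure, 37 °C | detection = luminescence read with Steady-Glo | read-out = percent activation relative to tunicamycin control | controls = tunicamycin high control, DMSO low control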
* = called active by the depositor.

structure	UPR XBP1 act	APJ ag	tim23-1 inh	Mdm2 MdmX PPI	Jurkat NFkB inh	APJ antagonist	697 NFkB inh	UPR CHOP act
O=C1CNC(=O)N1CC(=O)N1CCCc2ccccc21	-2.9	-0.5	16.3	2.8	-12.4	-7.2	4.4	-1.1
O=C(O)CCC(=O)Nc1ccc(Br)cc1C(=O)c1ccccc1Cl	1.1	-2.9	6.0	4.0	5.1	-0.8	10.8	0.1
NC(=O)CSc1n[nH]c(-c2ccco2)n1	-3.8	-3.4	11.3	-3.0	-9.1	-35.2	-12.5	-1.1
CC1CC(C)CN(C(=O)CSc2n[nH]c(N)n2)C1 (configuration not stated)	0.4	-2.4	-5.5	16.4	-1.1	-2.5	12.8	2.0
Cn1nnc2cc(C(=O)N3CCN(c4ccccc4)CC3)ccc21	2.6	8.6	27.3	10.6	-7.0	-4.1	-40.2	0.3
O=C(CSc1n[nH]c(=O)[nH]c1=O)c1cccc([N+](=O)[O-])c1	1.1	-3.1	1.7	14.4	4.2	5.0	9.6	3.0
CCn1c(C)c(C2=CCN(S(=O)(=O)c3ccc(C)cc3)CC2)c2ccccc21	-2.0	-2.6	22.7	15.2	6.2	7.5	-11.5	4.6
C=CCNC(=O)CSc1cc([N+](=O)[O-])cc(S(=O)(=O)Cc2ccccc2)c1	-0.7	1.7	-0.4	-47.7	1.4	-61.8	-11.4	1.8
OCC[C@@H]1C[C@H](O)[C@@H](O)[C@@]2(CCCO2)O1	-2.8	2.6	10.9	20.8	1.8	15.8	11.3	1.7
O=C(Nc1ccccc1N1CCOCC1)C1CCN(S(=O)(=O)c2ccccc2F)CC1	-3.6	-0.3	17.2	18.5	-15.2	-11.0	-8.8	1.2
CC(=O)Nc1ccc(NS(=O)(=O)c2ccc(Cl)c(C(=O)O)c2)cc1	-0.7	-1.5	9.4	11.9	-7.2	7.7	4.0	1.4
CCN(CC)CCN1C(=O)C(=O)/C(=C(/O)c2ccncc2)C1c1ccccc1F (configuration not stated)	-3.4	2.4	5.7	15.9	6.3	0.8	-2.6	-2.7
O=C(c1ccco1)N1CCN(C(=O)c2oc(=O)c3ccccc3c2-c2ccccc2)CC1	-3.7	-1.0	22.9	0.7	-2.1	10.8	-2.2	0.6
Cn1c(N)cc(=O)n(Cc2ccccc2)c1=O	-0.2	1.0	1.6	13.4	7.2	-7.8	16.1	0.4
CCn1c(CSc2nc(C)cc(C)n2)nnc1SCC(=O)N1CCCc2ccccc21	-2.8	-3.2	4.7	15.0	-11.8	1.8	11.0	-0.1
CCOC(=O)C1=C(C)NC(=O)NC1c1cccc(O)c1 (configuration not stated)	1.4	-4.1	20.4	13.3	-3.9	-9.3	6.9	-0.9
CCCCN(CCCC)C(=O)c1cc(Cl)ccc1[N+](=O)[O-]	0.9	-1.7	28.1	-1.4	8.1	2.5	-5.3	-1.2
Cc1cccc(C(=O)Nc2c(C(=O)N3CCN(C)CC3)cnn2-c2ccccc2)c1	0.7	-3.7	8.1	-19.4	-3.1	-14.1	3.7	1.0
Cc1ccsc1CNc1ncnc2ccc(-c3c(C)noc3C)cc12	-2.9	-2.1	29.0	94.1*	-6.9	8.0	24.5	-1.7
O=C1C2ON(c3ccccc3)C(c3cccnc3)C2C(=O)N1c1ccccc1 (configuration not stated)	0.3	-3.0	-0.7	-3.2	3.5	12.8	1.2	0.8
COc1ccc(OC)c2c(C)cc(N3CCN(C(=O)c4ccc(C)cc4)CC3)nc12	4.5	0.3	24.3	2.8	-14.0	6.2	0.8	-2.3
COc1cc(OC)cc(C(=O)NCCS(=O)(=O)N2CCN(Cc3ccccc3)CC2)c1	-3.8	-0.3	7.4	7.2	2.6	16.7	12.9	-0.6
CCOCCSC1=C(C#N)C(c2cccs2)C(C(C)=O)=C(C)N1 (configuration not stated)	1.4	-5.5	10.1	17.7	-10.3	2.8	-7.5	1.9
Cc1cc(NS(=O)(=O)c2ccc(NC(=O)Nc3cccc(Cl)c3)cc2)no1	1.6	-0.7	13.7	12.1	-1.6	2.5	16.1	-2.7
COc1ccc(Cn2c(=O)[nH]c3cc(C(=O)NC4CCCC4)ccc3c2=O)cc1	-0.4	-3.5	-21.6	9.0	-10.1	-3.5	-19.5	-0.8
CCOC(=O)c1ccccc1NC(=O)C1=COCCO1	-2.9	1.6	6.8	6.6	-12.3	-47.7	-11.2	0.3
CC1=NNC(=O)C1CCC(=O)N/N=C/c1c(Cl)cccc1Cl (configuration not stated)	-3.3	-1.4	9.9	-1.4	-1.2	21.1	12.9	-0.3
Cc1ccc(NC(=O)Cc2ccccc2F)cc1S(=O)(=O)N1CCCCCC1	-0.6	-2.3	37.6	21.4	2.2	-1.3	-25.4	-0.3
CCn1c(Cc2cccs2)nnc1SCC(=O)NC(C)(C)C	2.3	-0.6	-3.3	11.9	22.4	-13.2	7.3	0.2
CC(=O)NC(c1ccccc1)c1cc([N+](=O)[O-])c2cccnc2c1O (configuration not stated)	-0.6	3.8	-17.0	63.3*	13.1	-5.8	-236.5	1.5
CCc1ccc(-n2c(=O)c3ccccc3n(CC(=O)NCc3ccco3)c2=O)cc1	1.7	-6.2	-19.2	0.7	2.6	7.9	6.8	-0.7
COc1ccc([N+](=O)[O-])cc1N(CC(=O)O)S(C)(=O)=O	-2.3	-1.2	-0.1	17.0	4.9	19.1	10.6	-0.6
CC1SCC(NC(=O)c2ccc(Cl)cc2)CS1 (configuration not stated)	1.3	-7.2	20.6	10.0	-22.7	11.8	-27.8	6.1
Cc1cccc(-c2noc(CCCC(=O)Nc3ccc(C(N)=O)cc3)n2)c1	-2.1	-6.4	-6.6	24.2	8.4	-1.9	13.2	-2.6
FC(F)(F)c1cccc(Cc2noc(CN3CCC(c4ccncc4)CC3)n2)c1	0.1	0.6	44.8	19.4	35.9	-0.9	-49.2	0.9
O=C(C1=C[C@H](c2csc3ccccc23)C[C@H](OCCCCO)O1)N1CCN(Cc2ccc3c(c2)OCO3)CC1	0.4	-3.1	19.5	21.6	14.2	-43.8	-29.0	4.0
COc1ccc(N(CC(=O)NCC2CCCO2)C(=O)CCC(=O)Nc2nccs2)cc1 (configuration not stated)	0.5	0.3	14.9	-9.3	-17.8	-10.7	-9.2	-0.1
COC(=O)c1cccc(C23CC4(C2)[C@H](CN(Cc2ccc(-c5ccccc5)cc2)[C@@H]4c2ccccc2)C3c2ccccc2)c1 (some centres not stated)	-0.7	-2.9	12.2	28.7	5.1	-70.7	13.3	2.4
Cc1nc(Cl)c(C(=O)NC(=O)NCc2ccccc2)c(C)c1Cl	-3.5	2.4	30.1	-8.3	-14.3	-1.4	-6.9	-0.2
Cc1ccc(CSCC(=O)N/N=C/c2ccc(OCC(=O)Nc3ccc(C)cc3)cc2)cc1	-0.6	-5.3	-24.1	19.3	-6.1	-13.6	11.5	-2.0
O=C(CC1Oc2ccccc2NC1=O)NCCCN1CCN(C2CCCCC2)CC1 (configuration not stated)	-3.1	-3.9	-20.8	13.5	-10.9	-2.9	5.7	1.5
CC1(C)C2CC=C(/C=N/NC(=O)c3ccccc3O)C1C2 (configuration not stated)	-2.3	-0.3	20.9	16.4	-3.7	4.0	6.7	-0.4
O=C(CCc1c[nH]c2ccccc12)N1CCCC1	7.4	-0.9	14.6	13.7	18.2	6.2	7.1	1.5
Cc1cc(C)cc(Nc2nc3ccccc3c(=O)[nH]2)c1	3.6	-3.2	1.6	9.8	5.9	4.7	11.3	-0.6
COCCn1c(SCC(=O)Nc2cccc(C(=O)OC)c2)nc2ccccc2c1=O	1.7	-1.9	-3.2	9.3	-0.2	2.7	-25.4	-2.1
O=C(CCSc1ccccc1)Nc1ccc(S(=O)(=O)N2CCOCC2)cc1	0.3	-0.7	19.1	20.6	3.9	-2.2	7.6	1.9
CCOC(=O)c1c(C)n(CC(O)CN(CC)CC)c2cc(Br)c(OC)cc12 (configuration not stated)	-3.4	0.4	16.5	3.6	-35.5	-16.9	-6.4	-0.8
O=C(Nn1cnnc1)c1ccccc1F	-0.5	-2.3	-6.4	20.9	-1.4	-21.0	19.6	0.3
COC(=O)/C=c1/s/c(=C(\C#N)C(=O)NCc2ccco2)n(-c2ccccc2)c1=O	-3.1	7.7	0.9	11.2	13.1	6.2	-26.3	0.9
CCOc1ccc(CNC2CCCc3ccccc32)cc1 (configuration not stated)	1.2	-3.2	-24.1	10.9	-6.1	9.3	-2.9	-0.5
Cc1ccc(C)c(NC(=O)NNC(=O)c2cc3ccccc3cc2O)c1	-1.9	-1.2	-3.3	26.2	-13.5	-20.6	10.6	0.7

Compound profiles, from the list above:
COC(=O)/C=c1/s/c(=C(\C#N)C(=O)NCc2ccco2)n(-c2ccccc2)c1=O as listed: UPR XBP1 act: -3.1; APJ ag: 7.7; tim23-1 inh: 0.9; Mdm2 MdmX PPI: 11.2; Jurkat NFkB inh: 13.1; APJ antagonist: 6.2; 697 NFkB inh: -26.3; UPR CHOP act: 0.9
CC1(C)C2CC=C(/C=N/NC(=O)c3ccccc3O)C1C2 (configuration not stated) as listed: UPR XBP1 act: -2.3; APJ ag: -0.3; tim23-1 inh: 20.9; Mdm2 MdmX PPI: 16.4; Jurkat NFkB inh: -3.7; APJ antagonist: 4.0; 697 NFkB inh: 6.7; UPR CHOP act: -0.4
O=C(Nn1cnnc1)c1ccccc1F as listed: UPR XBP1 act: -0.5; APJ ag: -2.3; tim23-1 inh: -6.4; Mdm2 MdmX PPI: 20.9; Jurkat NFkB inh: -1.4; APJ antagonist: -21.0; 697 NFkB inh: 19.6; UPR CHOP act: 0.3
